Insulin prom inh: TRM-6 insulin promoter activity inhibition; TRM-6 cells (human fetal islet line), insulin promoter-eGFP reporter, imaging; reporter expression induced with tamoxifen; inhibition, % at 2 µM; actives 0.9% (n = 130,000); AID 1273;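 active means inhibition above the mean plus 3 SD, with well images judged a real hit on visual review, cut at about 60% in these data, passing the limit was not always enough; inconclusive means inhibition over the cutoff but images rejected on review; inactive means inhibition not above the cutoff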
sdo1 growth: sdo1-depleted yeast growth rescue; S. cerevisiae sdo1-depleted JHY4D growth rescue, OD600 30 h; active compounds read high; pdr5 snq2 efflux-pump mutant strain; z-score at 10 µM; actives 0.21% (n = 140,000); AID 817;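 active means z-score above 3 at both the 24 hr and the 30 hr optical density reads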;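 further: z-score against mean and SD of all compound wells on the same plate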
sdo1 growth Rescue 24 h: second read-out of sdo1 growth, no call of its own (marks repeat the call); z-score; S. cerevisiae sdo1-depleted JHY4D growth rescue, OD600; measured here: growth rescue at 24 h;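 0 is the plate mean of compound wells and units are plate SD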
* marks the source's active call; other numbers are inactive results; & = joins results of further samples.

What do the screens show for `COc1ccc(Cl)cc1N(CC(=O)N1CCN(Cc2ccccc2)CC1)S(C)(=O)=O`?
sdo1 growth: 0.02; sdo1 growth Rescue 24 h: -0.18

How did Cc1cc([N+](=O)[O-])nn1CC(=O)Nc1cccc2nonc12 do in these assays?
Insulin prom inh: -63.6

What do the screens show for `CC(C)(CNC(=O)C1CCCC1)CNC(=O)C1CCCC1`?
Insulin prom inh: 14.3; sdo1 growth: -0.41; sdo1 growth Rescue 24 h: 0.17

What do the screens show for `CC(C)(C)NC(=O)/C(=C\C=C\c1ccccc1)NC(=O)c1ccc([N+](=O)[O-])cc1`?
Insulin prom inh: 14.3; sdo1 growth: -0.06; sdo1 growth Rescue 24 h: 0.06

How did CCOn1c(=O)c(-c2ccc(Cl)cc2)[n+]([O-])c2ccccc21 do in these assays?
Insulin prom inh: -16.7; sdo1 growth: -1.13; sdo1 growth Rescue 24 h: -1.16

How did CCOC(=O)c1c(NC(=O)C2=C(C)NC(=S)NC2c2ccccc2C(F)(F)F)sc(C)c1C (stereo unspecified) do in these assays?
Insulin prom inh: -29.0; sdo1 growth: -0.76; sdo1 growth Rescue 24 h: -0.11

What do the screens show for `Cc1onc(-c2ccccc2)c1C(=O)N1CCN(C(=O)c2ccco2)CC1`?
Insulin prom inh: inconclusive; sdo1 growth: -0.15; sdo1 growth Rescue 24 h: -0.53

What do the screens show for `C/C(=N\O)c1sc(-c2ccccc2)nc1C`?
Insulin prom inh: -44.4

What do the screens show for `Cc1cccc(CSCc2nnc(N)s2)c1`?
Insulin prom inh: -9.1; sdo1 growth: 0.67; sdo1 growth Rescue 24 h: 0.45

What do the screens show for `CCN(CC)S(=O)(=O)c1cc(C)c(C)cc1Br`?
Insulin prom inh: -72.6; sdo1 growth: -0.38; sdo1 growth Rescue 24 h: 0.03

How did O=C(CSc1ncn(-c2ccccc2)n1)Nc1nc2c(s1)CCCC2 do in these assays?
Insulin prom inh: -18.2; sdo1 growth: -1.47; sdo1 growth Rescue 24 h: -0.64

Results for CCO/N=C/C1=C(O)C(C(=O)OC)C(C)(C)CC1=O (stereo unspecified) ?
Insulin prom inh: 21.1

Results for NN1C(=O)c2cccc3c(C(=O)O)ccc(c23)C1=O ?
sdo1 growth: 1.76; sdo1 growth Rescue 24 h: 2.03

How did COc1ccc(Br)c(/C=N/NC(=O)COc2ccc(-c3ccccc3)cc2)c1 do in these assays?
Insulin prom inh: 33.3; sdo1 growth: -0.59; sdo1 growth Rescue 24 h: 0.35

How did O=C(NC1CCCc2ccccc21)C1CCN(S(=O)(=O)c2ccccc2F)CC1 (stereo unspecified) do in these assays?
Insulin prom inh: 0.0; sdo1 growth: 0.09; sdo1 growth Rescue 24 h: 0.5

What do the screens show for `CNCCCC12CCC(c3ccccc31)c1ccccc12`?
Insulin prom inh: -63.6&-47.2; sdo1 growth: -0.06&0.45; sdo1 growth Rescue 24 h: 0.04&0.4

How did COC(=O)CNC(=O)C(C)(C)Oc1ccc(Cl)cc1 do in these assays?
Insulin prom inh: 13.3; sdo1 growth: 1.41; sdo1 growth Rescue 24 h: 1.41

How did COC(=O)c1cc2c(ccn2-c2ccc(F)cc2)n1CC(=O)N1CCN(C(=O)c2ccco2)CC1 do in these assays?
Insulin prom inh: 33.3; sdo1 growth: -0.49; sdo1 growth Rescue 24 h: 0.47

Results for O=C(CC(c1ccccc1)c1ccco1)Nc1nccs1 (stereo unspecified) ?
Insulin prom inh: -35.7; sdo1 growth: -0.32; sdo1 growth Rescue 24 h: -0.93

What do the screens show for `CC(C)C(=O)Nc1cccc(NC(=S)NC(=O)c2ccc(Cl)cc2)c1`?
Insulin prom inh: -14.3; sdo1 growth: -1.04; sdo1 growth Rescue 24 h: -1.74

What do the screens show for `O=c1[nH]nc(Cc2ccc3ccccc3n2)c2ccccc12`?
Insulin prom inh: -51.2; sdo1 growth: -1.07; sdo1 growth Rescue 24 h: -2.3

Results for Cc1cccc2cc(COC(=O)C3CCCO3)c(=O)[nH]c12 (stereo unspecified) ?
sdo1 growth: 0.4; sdo1 growth Rescue 24 h: 0.43

What do the screens show for `CCOC(=O)C1=C(C)NC(=O)NC1c1ccc(OCC(=O)N2CCCCC2)cc1` (stereo unspecified)?
sdo1 growth: 0.87; sdo1 growth Rescue 24 h: 2.01

Results for Cc1cccc(NC(=S)N2CCOCC2)c1C ?
Insulin prom inh: -50.0; sdo1 growth: 1.57; sdo1 growth Rescue 24 h: 1.82

What do the screens show for `CCOc1ncccc1C(=O)OCC(=O)c1c(N)n(C)c(=O)n(C)c1=O`?
Insulin prom inh: 35.5; sdo1 growth: 0.38; sdo1 growth Rescue 24 h: -0.45

What do the screens show for `Cc1cc(C(=O)CSc2nc(N)cc(N)n2)c(C)n1CCc1ccc(F)cc1`?
sdo1 growth: -0.64; sdo1 growth Rescue 24 h: -0.98

Results for Cc1ccc(S(=O)(=O)Nc2ccccc2-c2ccccc2)cc1 ?
Insulin prom inh: -132.3; sdo1 growth: -0.93; sdo1 growth Rescue 24 h: -0.73

How did COc1cccc(/C=C/C(=O)OCC(=O)NCC2CCCO2)c1OC (stereo unspecified) do in these assays?
sdo1 growth: 0.11; sdo1 growth Rescue 24 h: -1.09

Results for CN1c2cccc3cccc(c23)N(C)C1c1cccs1 ?
Insulin prom inh: -83.3; sdo1 growth: -0.33; sdo1 growth Rescue 24 h: 0.64

What do the screens show for `O=C(NC(Nc1nc2ccc([N+](=O)[O-])cc2s1)(C(F)(F)F)C(F)(F)F)c1cccnc1`?
Insulin prom inh: -2.9; sdo1 growth: 1.8; sdo1 growth Rescue 24 h: 1.98

What do the screens show for `COC(=O)CNC(=O)c1ccccc1F`?
Insulin prom inh: -3.3; sdo1 growth: 0.1; sdo1 growth Rescue 24 h: -0.44

Results for CCOc1ccccc1C(=O)Nc1cc(Cl)ccc1O ?
Insulin prom inh: 31.4; sdo1 growth: -2.25; sdo1 growth Rescue 24 h: -1.48

What do the screens show for `O=C(c1ccc2c(=O)n(Cc3ccco3)c(=S)[nH]c2c1)N1CCN(c2ccccc2)CC1`?
Insulin prom inh: -9.1; sdo1 growth: -0.24; sdo1 growth Rescue 24 h: -0.58

How did CC(C)c1ccc(C2CC(c3ccc(Br)cc3)=NN2C(N)=S)cc1 (stereo unspecified) do in these assays?
sdo1 growth: -1.8; sdo1 growth Rescue 24 h: -1.21

How did Cc1nn(-c2ccccc2)c(N2CCCC2)c1/C=N/NC(=O)c1ccccc1O do in these assays?
Insulin prom inh: 9.8; sdo1 growth: 0.21; sdo1 growth Rescue 24 h: -0.07

Results for Cc1cc(OC(=O)c2ccc3ccccc3c2)c([N+](=O)[O-])c(=O)[nH]1 ?
Insulin prom inh: 14.3

Results for Cc1ccc(N/N=C(/Sc2nnnn2-c2ccccc2)C(=O)c2ccccc2)cc1 ?
Insulin prom inh: 48.4; sdo1 growth: 0.03; sdo1 growth Rescue 24 h: -0.11

What do the screens show for `Cc1cc(-n2c(=O)c(C#N)cc3c(=O)n4ccccc4nc32)no1`?
Insulin prom inh: -40.7; sdo1 growth: -0.31; sdo1 growth Rescue 24 h: -1.17

What do the screens show for `CCN(CC)C(=O)CSc1ncnc2c1cnn2-c1ccccc1`?
Insulin prom inh: -391.9; sdo1 growth: -0.06; sdo1 growth Rescue 24 h: -0.6

How did CCOC(=O)c1ccc(NC(=S)NCCCN2CCOCC2)cc1 do in these assays?
Insulin prom inh: -80.0

Results for CN(C)CCCNC(=O)/C(=C\c1ccc(-c2ccc(Br)cc2)o1)NC(=O)c1ccccc1 ?
Insulin prom inh: 0.0; sdo1 growth: -0.05; sdo1 growth Rescue 24 h: -0.28

Results for Cc1cccc(OCc2nnc(SCn3nnc4ccccc4c3=O)o2)c1 ?
sdo1 growth: -1.51; sdo1 growth Rescue 24 h: -0.98

Results for COc1cc(/C=N/NC(=O)C2C3CCCCC32C)cc(Br)c1O (stereo unspecified) ?
Insulin prom inh: -16.7; sdo1 growth: 0.83; sdo1 growth Rescue 24 h: 0.74

What do the screens show for `Cc1cccc(OCCNc2ccc(C(F)(F)F)cc2[N+](=O)[O-])c1`?
sdo1 growth: 0.27; sdo1 growth Rescue 24 h: 0.13

What do the screens show for `CC1CCN(CC(=O)N2CCCc3c2c(=O)oc2ccc(OCc4ccccc4)cc32)CC1`?
sdo1 growth: 3.01; sdo1 growth Rescue 24 h: 2.9

What do the screens show for `COc1cc(/C=C(/C#N)c2nc3ccccc3[nH]2)ccc1Oc1ncccc1[N+](=O)[O-]`?
Insulin prom inh: 14.6; sdo1 growth: 0.35; sdo1 growth Rescue 24 h: 2.27

What do the screens show for `COCCN1C(=O)N[C@@H](c2cccs2)C(C(=O)OC)=C1C`?
Insulin prom inh: 20.0; sdo1 growth: -0.8; sdo1 growth Rescue 24 h: -0.71

What do the screens show for `Cc1cccc(NCc2cc(Cl)ccc2O)n1`?
Insulin prom inh: 27.8; sdo1 growth: 1.64; sdo1 growth Rescue 24 h: 2.11

Pulled by compound from the entries so far (4):
Results for CN(C)CCCNC(=O)/C(=C\c1ccc(-c2ccc(Br)cc2)o1)NC(=O)c1ccccc1 ?
Insulin prom inh: 0.0; sdo1 growth: -0.05; sdo1 growth Rescue 24 h: -0.28

How did CCOC(=O)c1ccc(NC(=S)NCCCN2CCOCC2)cc1 do in these assays?
Insulin prom inh: -80.0

What do the screens show for `Cc1cccc(OCCNc2ccc(C(F)(F)F)cc2[N+](=O)[O-])c1`?
sdo1 growth: 0.27; sdo1 growth Rescue 24 h: 0.13

Results for Cc1ccc(N/N=C(/Sc2nnnn2-c2ccccc2)C(=O)c2ccccc2)cc1 ?
Insulin prom inh: 48.4; sdo1 growth: 0.03; sdo1 growth Rescue 24 h: -0.11

Further entries follow.
What do the screens show for `CC(CNC(=O)COc1ccccc1)OC(=O)Nc1ccc(Cl)c(Cl)c1` (stereo unspecified)?
sdo1 growth: -2.04; sdo1 growth Rescue 24 h: -1.71

Results for COc1ccc(NC(=O)CCC(=O)N(Cc2ccc(OC)c(OC)c2)c2nccs2)c(OC)c1 ?
Insulin prom inh: 41.5

How did CCSc1nnc(N(CCC(=O)O)CCC(=O)O)s1 do in these assays?
Insulin prom inh: -17.6; sdo1 growth: 0.39; sdo1 growth Rescue 24 h: -0.23

Results for CCCc1ccc(-c2c(C)sc(NC(=O)c3ccnn3C)c2C#N)cc1 ?
Insulin prom inh: -8.1; sdo1 growth: -0.44; sdo1 growth Rescue 24 h: 0.1

Results for Cc1c(C(=O)O)cccc1-n1c(C)cc(C=O)c1C ?
Insulin prom inh: 20.0

What do the screens show for `Cc1ccc(CSCC(=O)Nc2ccccc2F)cc1`?
Insulin prom inh: -23.5

How did Nc1cccnc1Sc1cc(Cl)cc(Cl)c1 do in these assays?
Insulin prom inh: 90.0*; sdo1 growth: -0.42; sdo1 growth Rescue 24 h: 0.12

Results for COc1ccc(CNc2ccc(Br)cc2)cc1 ?
Insulin prom inh: 28.6

Results for CSc1nc(N)c2c(C)c(C)sc2n1 ?
Insulin prom inh: 53.9; sdo1 growth: 0.78; sdo1 growth Rescue 24 h: 0.6

What do the screens show for `COc1ccc(C2=CC(c3sccc3C)n3nnnc3N2)cc1` (stereo unspecified)?
Insulin prom inh: -20.0; sdo1 growth: -1.25; sdo1 growth Rescue 24 h: -1.31

What do the screens show for `CC12C(=O)N(c3ccccc3C(=O)O)C(=O)C1C1C=CC2C1` (stereo unspecified)?
Insulin prom inh: -14.3; sdo1 growth: 2.28; sdo1 growth Rescue 24 h: 2.81

What do the screens show for `CCOC(=O)c1cnc2c(-c3cccc(Br)c3)cnn2c1C`?
Insulin prom inh: -14.7; sdo1 growth: -0.86; sdo1 growth Rescue 24 h: -0.52

Results for CNC(=O)C1(C)C=CCN1C(=O)c1ccccc1 (stereo unspecified) ?
Insulin prom inh: 0.0; sdo1 growth: -0.18; sdo1 growth Rescue 24 h: -0.52

What do the screens show for `O=Cc1ccc(Sc2nnc(-c3ccccc3)o2)c([N+](=O)[O-])c1`?
Insulin prom inh: 21.4; sdo1 growth: -1.15; sdo1 growth Rescue 24 h: -1.49

How did Nc1nc(-c2ccco2)nn1C(=O)c1cccnc1 do in these assays?
sdo1 growth: -0.24; sdo1 growth Rescue 24 h: -0.02

How did Cc1cccc(/C=N/n2c(C)nnc2C)c1 do in these assays?
Insulin prom inh: -24.3; sdo1 growth: -0.58; sdo1 growth Rescue 24 h: -1.37

How did O=C(CSc1nc2ccc(Nc3nc(N4CCOCC4)nc(N4CCOCC4)n3)cc2s1)NCc1ccco1 do in these assays?
Insulin prom inh: -35.7

How did CC(C)CCNC(=O)c1ccc2c(SCC(=O)O)c3c(nc2c1)CCCC3 do in these assays?
Insulin prom inh: 44.4; sdo1 growth: 0.91; sdo1 growth Rescue 24 h: 0

How did O=C(Cn1nnc(-c2ccc(N3CCOCC3)cc2)n1)OC1CCCCC1 do in these assays?
Insulin prom inh: -37.9; sdo1 growth: -0.46; sdo1 growth Rescue 24 h: -0.79

How did N#C/C(C(=O)Oc1ccccc1)=C1\C=Cc2ccccc2N1 do in these assays?
Insulin prom inh: -18.9; sdo1 growth: -0.91; sdo1 growth Rescue 24 h: -0.51

Results for COc1ccc(S(=O)(=O)NCc2ccc(C(=O)N(C)Cc3ccco3)cc2)cc1 ?
Insulin prom inh: 35.7; sdo1 growth: 0.01; sdo1 growth Rescue 24 h: 0.32

Structural class, the entries above containing a CF3 group
How did CCOC(=O)c1c(NC(=O)C2=C(C)NC(=S)NC2c2ccccc2C(F)(F)F)sc(C)c1C (stereo unspecified) do in these assays?
Insulin prom inh: -29.0; sdo1 growth: -0.76; sdo1 growth Rescue 24 h: -0.11

What do the screens show for `O=C(NC(Nc1nc2ccc([N+](=O)[O-])cc2s1)(C(F)(F)F)C(F)(F)F)c1cccnc1`?
Insulin prom inh: -2.9; sdo1 growth: 1.8; sdo1 growth Rescue 24 h: 1.98

What do the screens show for `Cc1cccc(OCCNc2ccc(C(F)(F)F)cc2[N+](=O)[O-])c1`?
sdo1 growth: 0.27; sdo1 growth Rescue 24 h: 0.13
